# Source: PubChem BioAssay
# KB-V1 MDR tox = qHTS assay for MDR1-selective chemotherapeutics: Primary screen using the drug-selected MDR subline cells KB-V1; KB-V1 MDR cells viability, CellTiter-Glo, 72 h; Potency, µM (top dose mostly 46.1 µM), for inactives: at the top dose activity change, negative = cytotoxicity, hits mostly cytotoxic; 3.4% of 400,000 active; also: % is scaled to controls: 0 for no effect and ±100 for the full control effect; nearly all actives have a fitted effect of over 60% in size
#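 Readout: CellTiter-Glo luminescence, 10 min after addition. Cells: KB-V1 MDR subline, 72 h at 37 degrees C with compound. Analysis: corrected, normalized data fitted to concentration-effect curves.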
# GLP1R inv ag = qHTS of GLP-1 Receptor Inverse Agonists (Inhibition Mode); HEK293 GLP-1R CRE-luciferase, luminescence, 24 h; GLP-1R form is constitutively active; AID 624417, 2012; 1.6% of 410,000 active; Glucagon-like peptide 1 receptor (Homo sapiens), P43220; Potency, µM (titrated, usually from 38.3 µM), for inactives: at the highest dose activity change, negative = inhibition, most hits filed as inhibitors; also: % is scaled to controls: 0 for no effect and ±100 for the full control effect; nearly all actives have a fitted effect of over 55% in size
# Target sequence (P43220 whole entry, looked up): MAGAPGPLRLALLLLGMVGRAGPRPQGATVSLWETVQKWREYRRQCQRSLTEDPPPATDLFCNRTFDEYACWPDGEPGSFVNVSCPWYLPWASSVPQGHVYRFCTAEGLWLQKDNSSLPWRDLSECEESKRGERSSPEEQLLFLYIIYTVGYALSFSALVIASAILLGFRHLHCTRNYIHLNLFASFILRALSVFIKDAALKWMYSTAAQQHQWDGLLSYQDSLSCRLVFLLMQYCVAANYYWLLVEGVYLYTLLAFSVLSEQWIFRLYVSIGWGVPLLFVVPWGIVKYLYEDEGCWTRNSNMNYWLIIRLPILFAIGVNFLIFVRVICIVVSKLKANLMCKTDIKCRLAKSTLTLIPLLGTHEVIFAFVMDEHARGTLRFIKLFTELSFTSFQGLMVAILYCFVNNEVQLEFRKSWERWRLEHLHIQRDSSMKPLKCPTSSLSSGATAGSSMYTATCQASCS
#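 Cells are plated, allowed 12 hours at 37 deg C, then treated with compounds for 24 hr before luciferase detection reagent is added and luminescence is read after 12 min at room temperature. The HEK293 line carries constitutively active GLP-1R with a cAMP-responsive reporter.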
# TDP-43 yeast inh = qHTS of TDP-43 Inhibitors; Potency, µM (titrated, usually from 46.1 µM), inactives show at the top dose growth rescue (activation), usual class: activators; 1.8% of 410,000 active; TDP-43 expressing yeast growth rescue, BacTiter-Glo, 24 h; also: % of control where 0% means no effect; nearly all actives have a fitted effect of over 50% in size
#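 Galactose-induced TDP-43 yeast, OD600=0.02, compound pinned; 24 hr, 30 deg C; BacTiter-Glo luminescence for growth. Inhibitors of TDP-43 toxicity read as activators.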
# KB-3-1 cytotox = qHTS assay for MDR1-selective chemotherapeutics: Primary screen using the parental adenocarcinoma cell KB-3-1; KB-3-1 viability, CellTiter-Glo ATP luminescence, 72 h; Potency, µM (titrated, usually from 46.1 µM), without a hit: top-dose activity change, negative = cytotoxic, hits mostly cytotoxic; 1.4% of 400,000 active; AID 1347075, 2019; also: % is scaled to controls: 0 for no effect and ±100 for the full control effect; nearly all actives have a fitted effect of over 60% in size
#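 KB-3-1 cells, DMEM (no phenol red) + 10% FBS; compound by pin transfer, 72 h, 37 °C. Readout: CellTiter-Glo luminescence after 10 min. Data normalized, curve-fitted.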
# HT1080 IDH1KD tx = qHTS for induction of synthetic lethality in tumor cells producing 2HG: qHTS for the HT-1080-IDH1KD cell line; AID 686971, 2013; HT-1080 IDH1 knockdown viability, ATP luminescence, 48 h; Potency, µM (titrated, usually from 46.1 µM), for the others: at the highest dose activity, negative = toxicity, most hits filed as cytotoxic; 2% of 360,000 active;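 also: 0% = DMSO wells and -100% = cell-free medium wells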
#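 Cytotoxicity counter-line: IDH1KD HT-1080, 48 h, CellTiter-Glo. Curves classed by r2, magnitude and activity.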
# HT1080-NT tox = qHTS for induction of synthetic lethality in tumor cells producing 2HG: qHTS for the HT-1080-NT fibrosarcoma cell line. HT-1080-NT fibrosarcoma viability, CellTiter-Glo ATP luminescence, 48 h. Potency, µM (titrated, usually from 46.1 µM), inactives show at the highest dose activity, negative = less viability, usual class: cytotoxic. AID 686970, 2013. 1.6% of 360,000 active;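 also: NT is the 2HG producing partner of a matched IDH1 knockdown line; 0% = DMSO-treated cells and -100% = media-only wells without cells; nearly all actives have a fitted effect of over 55% in size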
#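 Luminescent CellTiter-Glo readout after 48 hours of compound exposure at 37 degrees C defined viability of HT-1080-NT cells. Activity was normalized to DMSO wells and cell-free media wells; concentration-response curves were fitted and assigned curve classes.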
# HEK293 tox = qHTS of GLP-1 Receptor Inverse Agonists: Cytotox Screen. HEK293 cAMP-luciferase reporter cells, luminescence, 24 h. Potency, µM (highest dose often 38.3 µM), without a hit: at the highest dose activity change, negative = inhibition, most hits filed as inhibitors. 0.13% of 410,000 active;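 also: loss of luciferase light is scored as toxicity; % is scaled to controls: 0 for no effect and ±100 for the full control effect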
#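 MLSMR compounds, 24 hr on cells at 37 deg C/5% CO2; luminescence after luciferase reagent (12 min RT). Inhibition counted as the undesired cytotoxic outcome.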
# GLP-1R agonist = qHTS of GLP-1 Receptor Agonists; Potency, µM (doses to about 45.6 µM), for inactives: top-dose activation, usual class: activators; HEK293 GLP-1R CRE-luciferase, luminescence, 4-6 h; cells express a hypersensitive GLP-1R form; AID 624172, 2012; Glucagon-like peptide 1 receptor (Homo sapiens), P43220; 0.007% of 380,000 active; also: % of control where 0% means no effect
# SW480 rereplic = A quantitative high throughput screen for small molecules that induce DNA re-replication in SW480 colon adenocarcinoma cells; SW480 DNA re-replication, Hoechst DNA content imaging, 48 h; Potency, µM (highest dose often 46.1 µM), for inactives: at the top dose re-replication activation, usual class: activators; 1.8% of 340,000 active; also: % of control where 0% means no effect; nearly all actives have a fitted effect of over 55% in size
#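 Cells (250 per well) received 23 nL compound or DMSO by pin tool and were kept 48 hr at 37 C, 5% CO2. Nuclei were then stained with Hoechst for 40 min and scanned for DNA content.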
# Starred values were filed as active, the others as inactive; ? = inconclusive; . = not tested or not shown. Calls follow the shape of the dose curve; as a rule, active = well fitted curve in the direction sought with a large enough effect; inconclusive = small, poorly fitted or top-dose-only effect, or another doubt; inactive = no such curve, though single readings can be large; an effect the other way counts as inactive or inconclusive. Potency is read from the fitted curve at half-maximal effect. An unsorted share of the library. About 9.4% of those tested had a hit in this group.
# The line under a structure holds: KB-V1 MDR tox	GLP1R inv ag	TDP-43 yeast inh	KB-3-1 cytotox	HT1080 IDH1KD tx	HT1080-NT tox	HEK293 tox	GLP-1R agonist	SW480 rereplic
[1] O=[N+]([O-])c1ccc(NN=C2CCCCC2)c([N+](=O)[O-])c1
→ ?	2%	-15%	?	-7%	-2%	-1%	9%	-7%
[2] CCOC(=O)Cc1cc(-c2ccc(O)cc2)nc2ccc3ccccc3c12
→ 3%	0%	?	8%	?	?	-9%	11%	-8%
[3] CCc1ccc(CCC(=O)Nc2nnc(CC)s2)o1
→ 6%	-6%	1%	-6%	5%	0%	14%	-2%	3%
[4] O=C(Nc1nnc(-c2ccc(Cl)s2)o1)C1CC1
→ ?	6%	?	4%	-12%	-4%	1%	0%	-14%
[5] CC(NC(=O)COC(=O)C12CC3CC(CC(O)(C3)C1)C2)c1ccccc1 (stereo not given)
→ -19%	6%	-14%	0%	-18%	1%	-2%	8%	10%
[6] CC1CCCCN1C(=O)CSc1nc(-c2ccccc2)cc(=O)[nH]1 (stereo not given)
→ ?	-7%	-5%	3%	2%	-3%	18%	12%	-5%
[7] COC(=O)Nc1ccc2c(c1)OCO2
→ 19%	12%	9%	2%	-2%	-2%	15%	-7%	-4%
[8] CCn1c(CSc2ncccn2)nnc1SCC(=O)N1CCCCC1
→ ?	11%	8%	-2%	-2%	-6%	6%	2%	2%
[9] O=C(CNc1ccc(Br)cc1)NC(=O)NC1CCCCC1
→ ?	?	13%	0%	-8%	-7%	0%	2%	1%
[10] COc1ccc(OC)c(C(c2nnnn2Cc2ccco2)N2CCN(C)CC2)c1 (stereo not given)
→ -9%	25%	-4%	4%	1%	-6%	1%	-6%	?
[11] CCOc1ccc(C(C)=O)cc1COc1cccnc1[N+](=O)[O-]
→ 12µM*	?	-8%	?	?	?	-20%	13%	21µM*
[12] CCN1CCN(C(C(=O)NC2CCCCC2)c2ccc(Cl)cc2)CC1 (stereo not given)
→ -11%	-25%	-2%	-14%	13%	3%	-14%	-1%	-1%
[13] CCOC(=O)Cn1c(=O)oc2cc(S(=O)(=O)N3CCN(c4cccc(Cl)c4)CC3)ccc21
→ 8%	-14%	4%	0%	.	.	-2%	.	.
[14] Cc1cc(Nc2ccc(F)cc2)c2ccccc2n1
→ ?	17%	16%	-28%	-8%	-7%	-22%	3%	.
[15] CCCNC(=O)C1(C)CCN(C(=O)c2ccc(F)cc2Cl)C1 (stereo not given)
→ 4%	12%	18%	0%	22%	20%	3%	18%	.
[16] CCOC(=O)C1=CNS(=O)(=O)NC1c1ccc(C#N)cc1 (stereo not given)
→ ?	9%	20%	21%	7%	18%	0%	5%	-6%
[17] COC(=O)c1ccccc1S(=O)(=O)N1CCn2cccc2C1C (stereo not given)
→ 0%	1%	8%	3%	6%	24%	10%	-6%	4%
[18] CS(=O)(=O)c1ccc2nc(NC(=O)CS(=O)(=O)c3ccc(Cl)cc3)sc2c1
→ 5%	5%	-4%	2%	.	.	22%	.	.
[19] CC(C)CCOc1ccc(C(=O)O)cc1
→ -5%	4%	?	18%	3%	2%	7%	-20%	3%
[20] COc1ccccc1-c1nnc(SCC(N)=O)o1
→ 3%	8%	16%	22%	.	.	-4%	.	.
[21] COc1cccc(-c2cc(C(=O)N3N=C(C)CC3(O)C(F)F)c3ccccc3n2)c1 (stereo not given)
→ -30%	?	16%	-10%	-11%	-4%	-1%	11%	1%
[22] O=C(NC1CCCC1)C1CCN(C(=O)c2ccc(Cl)cc2)CC1
→ 0%	-31%	-8%	30%	1%	0%	5%	6%	-14%
[23] O=C(CC(=O)Nc1ccccn1)Nc1ccccn1
→ 8%	1%	7%	0%	0%	-4%	-13%	0%	-2%
[24] Cc1ccc(NC(=O)CSc2nc3ncc(Cl)cc3[nH]2)c(C)c1
→ -13%	8%	-3%	16%	7%	?	-3%	-3%	-20%
[25] O=C(Cn1cnc(S(=O)(=O)N2CCCCC2)c1)Nc1ccc(OC(F)(F)F)cc1
→ ?	-29%	-8%	0%	-1%	0%	-3%	1%	5%
[26] COc1cc(C(=O)NCC(c2cccnc2)N2CCc3ccccc32)cc(OC)c1OC (stereo not given)
→ -10%	-5%	13%	-5%	.	.	1%	.	.
[27] Cn1c(C2CCCCC2)nc2cc(N)ccc21
→ 12%	-7%	14%	-1%	1%	1%	2%	18%	-6%
[28] Cc1ccc(S(=O)(=O)N2[C@@H](c3ccccc3)C(C(=O)O)=CC[C@H]2c2ccc(Cl)c(Cl)c2)cc1
→ -2%	?	?	-3%	-3%	-6%	?	-3%	6%

# Gathered by group, those above containing a COOH group.
# The line under a structure holds: KB-V1 MDR tox	GLP1R inv ag	TDP-43 yeast inh	KB-3-1 cytotox	HT1080 IDH1KD tx	HT1080-NT tox	HEK293 tox	GLP-1R agonist	SW480 rereplic
[19] CC(C)CCOc1ccc(C(=O)O)cc1
→ -5%	4%	?	18%	3%	2%	7%	-20%	3%
[28] Cc1ccc(S(=O)(=O)N2[C@@H](c3ccccc3)C(C(=O)O)=CC[C@H]2c2ccc(Cl)c(Cl)c2)cc1
→ -2%	?	?	-3%	-3%	-6%	?	-3%	6%

# 4 compounds already listed, ordered by the number in GLP1R inv ag, smallest number first:
cpd	mol	GLP1R inv ag	GLP-1R agonist	SW480 rereplic
19	CC(C)CCOc1ccc(C(=O)O)cc1	4%	-20%	3%
18	CS(=O)(=O)c1ccc2nc(NC(=O)CS(=O)(=O)c3ccc(Cl)cc3)sc2c1	5%	.	.
15	CCCNC(=O)C1(C)CCN(C(=O)c2ccc(F)cc2Cl)C1 (stereo not given)	12%	18%	.
10	COc1ccc(OC)c(C(c2nnnn2Cc2ccco2)N2CCN(C)CC2)c1 (stereo not given)	25%	-6%	?
